KAT2A inh: blocks human GCN5L2 histone acetyltransferase | Potency, µM (titrated, usually from 58.9 µM), inactives show at the top dose activity change, negative = inhibition, most hits filed as inhibitors | Q92830 | hit rate 0.21% among 390,000 | AID 504327 | GCN5L2 HAT assay, ThioGlo1 CoA-SH fluorescence
Target sequence (Q92830 whole entry, looked up): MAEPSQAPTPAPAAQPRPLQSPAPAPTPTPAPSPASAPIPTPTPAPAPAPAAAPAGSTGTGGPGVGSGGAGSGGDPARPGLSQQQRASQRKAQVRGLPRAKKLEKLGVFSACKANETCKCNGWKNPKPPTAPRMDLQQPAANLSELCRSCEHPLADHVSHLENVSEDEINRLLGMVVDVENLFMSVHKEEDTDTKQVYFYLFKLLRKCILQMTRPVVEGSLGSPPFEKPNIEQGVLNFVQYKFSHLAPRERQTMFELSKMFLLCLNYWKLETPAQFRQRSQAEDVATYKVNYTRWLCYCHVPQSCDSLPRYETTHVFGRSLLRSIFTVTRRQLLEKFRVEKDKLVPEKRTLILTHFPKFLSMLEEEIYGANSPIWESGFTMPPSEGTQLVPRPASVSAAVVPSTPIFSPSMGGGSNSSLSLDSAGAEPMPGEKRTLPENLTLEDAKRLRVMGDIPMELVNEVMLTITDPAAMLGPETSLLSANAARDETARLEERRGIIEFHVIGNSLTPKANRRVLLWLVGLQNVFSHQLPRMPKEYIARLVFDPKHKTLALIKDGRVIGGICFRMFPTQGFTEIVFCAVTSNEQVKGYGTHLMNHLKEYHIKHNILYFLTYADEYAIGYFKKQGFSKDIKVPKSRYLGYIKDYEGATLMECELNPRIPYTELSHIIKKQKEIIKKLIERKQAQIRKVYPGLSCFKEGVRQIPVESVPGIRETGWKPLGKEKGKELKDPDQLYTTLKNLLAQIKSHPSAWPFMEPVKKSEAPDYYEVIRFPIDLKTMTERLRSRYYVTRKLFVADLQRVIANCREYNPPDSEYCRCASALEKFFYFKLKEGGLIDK
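Enzyme at 20nM final was mixed with library compounds for 15 min at room temperature. Peptide H3(1-25) at 75uM, acetyl-CoA at 70uM and ThioGlo1 at 50uM were then added. Plates were read immediately and after 20 min (Ex340nm/Em540nm).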
DT40 TDP1 CPT: growth inhibition of DT40 Tdp1-/-;hTDP1 cells with camptothecin (screen for TDP1 inhibitors). chicken DT40 Tdp1-/-;hTDP1 cells + 20 nM CPT, ATP luminescence, 48 h. Potency, µM (series often up to 46.2 µM), without a hit: at the top dose activity change, negative = growth inhibition, most hits filed as inhibitors. hit rate 12% among 420,000. AID 686979; note: nearly all actives have a fitted effect of over 55% in size
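Chicken DT40 Tdp1-/- cells stably complemented with human TDP1 were seeded at 400 cells/well in medium containing 20 nM camptothecin, exposed to pin-transferred compounds, and grown at 37 °C for at least 48 hr. Viability was read as ATP luminescence.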
FEN1 inh: human FEN1 inhibition. AID 588795. Recombinant FEN1 flap cleavage, fluorescence, 15 min. Potency, µM (series often up to 114 µM), for inactives: at the top dose activity change, negative = inhibition, actives largely listed as inhibitors. hit rate 0.35% among 390,000; note: nearly all actives have a fitted effect of over 65% in size
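With each library titrated from low to high concentration, compounds met 10 nM FEN1 for 15 min at room temperature before 50 nM substrate was added; readings at 0 and 15 min fed four-parameter Hill curve fits.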
The depositor's hits bear a star; [ ] = dose if it differs, or a comment. Calls come from the whole dose curve; as a rule, active = well fitted curve in the direction sought with a large enough effect; inconclusive = small, poorly fitted or top-dose-only effect, or another doubt; inactive = no such curve, though single readings can be large; an effect the other way counts as inactive or inconclusive. % is set by controls: 0 for no effect and ±100 for the full control effect; potency is the fitted concentration of half-maximal effect. Some of the compounds tested; rates above refer to the full screens.

What do the screens show for `O=C(CCCOc1ccccc1)N1CCCc2ccccc21`?
DT40 TDP1 CPT: -23%; FEN1 inh: 4%

Results for COc1ccc(S(=O)(=O)NCc2cccn2Cc2cccc(C)c2)cc1 ?
KAT2A inh: -3%; DT40 TDP1 CPT: -18%; FEN1 inh: -3%

Results for O=C(c1cc(-c2ccc(Cl)cc2Cl)on1)N1CCOCC1 ?
KAT2A inh: 2%; DT40 TDP1 CPT: inconclusive; FEN1 inh: -1%

What do the screens show for `COc1ccc(N2C(=O)C3CC=C(Cl)CC3C2=O)cc1` (stereo not given)?
KAT2A inh: 0%; DT40 TDP1 CPT: 0%; FEN1 inh: -3%

What do the screens show for `COc1cc(/C=N/NC(=O)CC23CC4CC(CC(C4)C2)C3)cc(Br)c1OCC(=O)N(C)C`?
KAT2A inh: -5%; DT40 TDP1 CPT: 21µM*; FEN1 inh: -12%

Results for Cc1ccc(S(=O)(=O)N(CC(=O)NCC2CCCO2)C2CCCCC2)cc1 (stereo not given) ?
KAT2A inh: -2%; DT40 TDP1 CPT: -5%; FEN1 inh: 4%

Results for Cc1cc(C(=O)N2CCC(C(F)(F)F)n3nccc32)on1 (stereo not given) ?
KAT2A inh: -2%; DT40 TDP1 CPT: -27%; FEN1 inh: 6%

What do the screens show for `Cc1cccc(OCC(=O)O/N=C(\N)c2ccccn2)c1C`?
KAT2A inh: -2%; DT40 TDP1 CPT: -5%; FEN1 inh: -9%

What do the screens show for `CCOC(=O)C(CC)Sc1nnc(COc2ccc(C)cc2)n1-c1ccccc1` (stereo not given)?
KAT2A inh: -4%; DT40 TDP1 CPT: 21µM*; FEN1 inh: 2%

What do the screens show for `CCOC(=O)c1cc(C)n(-c2ccccc2)c1C`?
KAT2A inh: -10%; DT40 TDP1 CPT: 4%; FEN1 inh: -17%

Results for CCn1cc(C(=O)O)c(=O)c2cnc(N3CCN(C(=S)Nc4ccc(F)cc4)CC3)nc21 ?
KAT2A inh: -1%; DT40 TDP1 CPT: 3%; FEN1 inh: 20%

How did CC(NC(=O)c1cccnc1Sc1ccccc1)c1ccc(S(N)(=O)=O)cc1 (stereo not given) do in these assays?
KAT2A inh: -29%; DT40 TDP1 CPT: 31%[activator]; FEN1 inh: 2%

Results for CC(=O)c1ccc(NC(=O)CCC(=O)OCC(F)(F)C(F)F)cc1 ?
KAT2A inh: 1%; DT40 TDP1 CPT: 11%; FEN1 inh: -1%

Results for C/C(=N\Nc1ccccc1)c1c(O)cc(C)oc1=O ?
KAT2A inh: -17%; DT40 TDP1 CPT: 0%; FEN1 inh: -14%

Results for COc1ccc2c(c1)c(=O)oc1cc(OCC(=O)NCC3CCC(C(=O)O)CC3)ccc12 (stereo not given) ?
KAT2A inh: 0%; DT40 TDP1 CPT: 8%; FEN1 inh: -6%

What do the screens show for `Cc1cccc(NC(=O)CSc2n[nH]c(-c3ccncc3)n2)c1`?
KAT2A inh: -1%; DT40 TDP1 CPT: -24%; FEN1 inh: 0%

How did Cc1nc(-c2ccc(Cl)cc2)sc1CCNC(=O)C(=O)Nc1ccc2c(c1)OCCO2 do in these assays?
KAT2A inh: -11%; DT40 TDP1 CPT: inconclusive; FEN1 inh: 3%

What do the screens show for `COc1ccc(/C=C2/C(=O)ON=C2C)cc1Cl`?
KAT2A inh: 2%; DT40 TDP1 CPT: inconclusive; FEN1 inh: -1%

How did CCc1cc(C(=O)Nc2ccccc2N2CCOCC2)sc1C do in these assays?
KAT2A inh: -6%; DT40 TDP1 CPT: inconclusive; FEN1 inh: 13%

How did CC1=C(C(=O)Nc2ccccc2)C2(CCCCC2)C(C#N)=C(SCC(N)=O)N1 do in these assays?
KAT2A inh: -7%; DT40 TDP1 CPT: inconclusive; FEN1 inh: 4%

What do the screens show for `Cc1cc(C)nc(N/C(=N/S(=O)(=O)Cc2ccccc2)Nc2ccccc2)n1`?
KAT2A inh: 2%; DT40 TDP1 CPT: inconclusive; FEN1 inh: 16%

Results for COc1ccc(NC2CCCN(C(=O)Cn3ccc(C)n3)C2)cc1OC (stereo not given) ?
KAT2A inh: -7%; DT40 TDP1 CPT: 9%; FEN1 inh: -3%

Results for O=C(/C=C/c1ccco1)NC(=S)Nc1ccc(C(=O)O)cc1 ?
KAT2A inh: -4%; DT40 TDP1 CPT: -24%; FEN1 inh: 40µM*

What do the screens show for `Clc1cccc(Cl)c1-c1noc(-c2ccno2)n1`?
KAT2A inh: -2%; DT40 TDP1 CPT: 10%; FEN1 inh: -7%

How did Cn1c(-c2ccc3ccccc3n2)nc2cnccc21 do in these assays?
KAT2A inh: -1%; DT40 TDP1 CPT: 18µM*; FEN1 inh: 6%

What do the screens show for `Cc1ccc(S(=O)(=O)N2CCCCC2)cc1C(=O)OCC(=O)N1c2ccccc2NC(=O)C1(C)C`?
KAT2A inh: -13%; DT40 TDP1 CPT: inconclusive; FEN1 inh: 1%

How did CSCC[C@H](NC(=O)OC(C)(C)C)C(=O)N1CCC(C(=O)N[C@@H](Cc2c[nH]c3ccccc23)C(=O)O)CC1 do in these assays?
KAT2A inh: inconclusive; DT40 TDP1 CPT: 0%; FEN1 inh: 16%

How did CCN(C(=O)CSc1nnc(Cc2cccc3ccccc23)n1N)C1CCS(=O)(=O)C1 (stereo not given) do in these assays?
KAT2A inh: 3%; DT40 TDP1 CPT: -6%; FEN1 inh: 7%

What do the screens show for `CCOC(=O)c1cc(NC(=O)Nc2ccccc2Cl)c(C)nc1C`?
KAT2A inh: -1%; DT40 TDP1 CPT: 10%; FEN1 inh: -13%

What do the screens show for `O=C1c2ccccc2C(O)N1Cc1cccs1` (stereo not given)?
KAT2A inh: -2%; DT40 TDP1 CPT: 3%; FEN1 inh: -3%

How did Cc1cc(C)c(S(=O)(=O)N2CCOCC2)c(C)c1N(C)S(=O)(=O)c1ccccc1 do in these assays?
KAT2A inh: -1%; DT40 TDP1 CPT: -20%; FEN1 inh: -18%

Results for CC(O)CNCc1ccccc1C(F)(F)F (stereo not given) ?
KAT2A inh: -1%; DT40 TDP1 CPT: 8%; FEN1 inh: -9%

Results for O=C(CN1CCOCC1)n1c2ccccc2c2ccccc21 ?
KAT2A inh: -2%; DT40 TDP1 CPT: inconclusive; FEN1 inh: -16%

Results for O=C(CN1CCN(c2nc(-c3ccc(F)cc3)cs2)CC1)NCc1ccc2c(c1)OCO2 ?
KAT2A inh: -23%; DT40 TDP1 CPT: inconclusive; FEN1 inh: -11%

What do the screens show for `COc1ccc(N2CCN(CCCNC(=O)C3CCCN(S(=O)(=O)c4cnc[nH]4)C3)CC2)cc1` (stereo not given)?
KAT2A inh: 0%; DT40 TDP1 CPT: 3%; FEN1 inh: 13%

How did Cc1ccc(S(=O)(=O)NCc2ccccc2)cc1C(=O)N1CCN(c2ccccc2)CC1 do in these assays?
KAT2A inh: -11%; DT40 TDP1 CPT: inconclusive; FEN1 inh: -15%

What do the screens show for `O=C(Nc1cccc(S(=O)(=O)N2CCOCC2)c1)c1cc(=O)[nH]c2ccccc12`?
KAT2A inh: -6%; DT40 TDP1 CPT: -12%; FEN1 inh: -15%

Results for COc1ccc(NC(=O)Cn2c(=O)n(C(C)C)c(=O)c3oc4ccccc4c32)cc1Cl ?
KAT2A inh: -2%; DT40 TDP1 CPT: inconclusive; FEN1 inh: 6%

What do the screens show for `O=C(COc1cccnc1[N+](=O)[O-])Nc1cccc2ccccc12`?
KAT2A inh: 2%; DT40 TDP1 CPT: -15%; FEN1 inh: -5%

How did C=CCn1c(SCC(=O)NNC(=O)Nc2cccc(Cl)c2)nnc1-c1ccccc1 do in these assays?
KAT2A inh: -4%; DT40 TDP1 CPT: 0%; FEN1 inh: -6%

How did COc1ccc(C(CC(=O)O)NS(=O)(=O)c2ccc3c(c2)N(C(C)=O)CC(C)O3)cc1 (stereo not given) do in these assays?
KAT2A inh: 1%; DT40 TDP1 CPT: 7%; FEN1 inh: -6%

How did CCOc1ccccc1NC(=O)c1cnc(NS(=O)(=O)c2ccccc2)nc1 do in these assays?
KAT2A inh: 0%; DT40 TDP1 CPT: -17%; FEN1 inh: -2%

How did O=C(CSc1nnc(Cn2c(=O)sc3ccccc32)n1-c1ccccc1)NCc1ccco1 do in these assays?
KAT2A inh: -2%; DT40 TDP1 CPT: -12%; FEN1 inh: -22%

How did COc1ccc(NS(=O)(=O)c2cc(NC(=O)COc3ccc(OC)cc3)ccc2N2CCOCC2)cc1 do in these assays?
KAT2A inh: -18%; DT40 TDP1 CPT: inconclusive; FEN1 inh: 6%

What do the screens show for `COc1ccc(C)cc1Nc1ncnc2c1c(-c1ccccc1)cn2-c1ccc(C)cc1`?
KAT2A inh: -1%; DT40 TDP1 CPT: 1%; FEN1 inh: 1%

How did CCOC(=O)c1csc(NC(=O)CSc2nnnn2-c2ccc(OCC)cc2)n1 do in these assays?
KAT2A inh: -4%; DT40 TDP1 CPT: -21%; FEN1 inh: -4%

What do the screens show for `COC(=O)C1=CN(Cc2cccs2)C=C(C(=O)OC)C1c1cccc(Cl)c1`?
KAT2A inh: 2%; DT40 TDP1 CPT: 4%; FEN1 inh: -9%

What do the screens show for `CC(SC1=NCCS1)C(=O)Nc1nnc(-c2ccc(F)cc2)s1` (stereo not given)?
KAT2A inh: 0%; DT40 TDP1 CPT: -9%; FEN1 inh: -9%

What do the screens show for `COc1ccc(OC)c(/C=N/n2c(-c3n[nH]c4c3CCC4)n[nH]c2=S)c1`?
KAT2A inh: -5%; DT40 TDP1 CPT: 2%; FEN1 inh: -5%

Results for NC(=O)c1ccc(NCC2CCCO2)c([N+](=O)[O-])c1 (stereo not given) ?
KAT2A inh: -2%; DT40 TDP1 CPT: 7%; FEN1 inh: -2%

8 consecutive records out of the list so far:
How did O=C(CSc1nnc(Cn2c(=O)sc3ccccc32)n1-c1ccccc1)NCc1ccco1 do in these assays?
KAT2A inh: -2%; DT40 TDP1 CPT: -12%; FEN1 inh: -22%

How did COc1ccc(NS(=O)(=O)c2cc(NC(=O)COc3ccc(OC)cc3)ccc2N2CCOCC2)cc1 do in these assays?
KAT2A inh: -18%; DT40 TDP1 CPT: inconclusive; FEN1 inh: 6%

What do the screens show for `COc1ccc(C)cc1Nc1ncnc2c1c(-c1ccccc1)cn2-c1ccc(C)cc1`?
KAT2A inh: -1%; DT40 TDP1 CPT: 1%; FEN1 inh: 1%

How did CCOC(=O)c1csc(NC(=O)CSc2nnnn2-c2ccc(OCC)cc2)n1 do in these assays?
KAT2A inh: -4%; DT40 TDP1 CPT: -21%; FEN1 inh: -4%

What do the screens show for `COC(=O)C1=CN(Cc2cccs2)C=C(C(=O)OC)C1c1cccc(Cl)c1`?
KAT2A inh: 2%; DT40 TDP1 CPT: 4%; FEN1 inh: -9%

What do the screens show for `CC(SC1=NCCS1)C(=O)Nc1nnc(-c2ccc(F)cc2)s1` (stereo not given)?
KAT2A inh: 0%; DT40 TDP1 CPT: -9%; FEN1 inh: -9%

What do the screens show for `COc1ccc(OC)c(/C=N/n2c(-c3n[nH]c4c3CCC4)n[nH]c2=S)c1`?
KAT2A inh: -5%; DT40 TDP1 CPT: 2%; FEN1 inh: -5%

Results for NC(=O)c1ccc(NCC2CCCO2)c([N+](=O)[O-])c1 (stereo not given) ?
KAT2A inh: -2%; DT40 TDP1 CPT: 7%; FEN1 inh: -2%

Carrying on:
How did O=C(COC(=O)c1cc(-c2cccc3ccccc23)nc2ccccc12)NC1CCS(=O)(=O)C1 (stereo not given) do in these assays?
KAT2A inh: -6%; DT40 TDP1 CPT: -21%; FEN1 inh: inconclusive

Results for COc1cccc(NC(=O)CSc2ccccn2)c1 ?
KAT2A inh: -8%; DT40 TDP1 CPT: -18%; FEN1 inh: -4%

Results for Cc1nc(NC(=O)c2ccc(Br)o2)ccc1Br ?
KAT2A inh: -24%; DT40 TDP1 CPT: -24%; FEN1 inh: -17%

What do the screens show for `CCc1ccc(N2CC(C(=O)OCC(=O)c3c(N)n(CC(C)C)c(=O)n(C)c3=O)CC2=O)cc1` (stereo not given)?
KAT2A inh: 0%; DT40 TDP1 CPT: -44%; FEN1 inh: 4%

Results for CC(C)CN(CC(C)C)C(=O)Nc1ccccc1F ?
KAT2A inh: -1%; DT40 TDP1 CPT: -8%; FEN1 inh: -1%

Results for O=C(Nc1cccc(S(=O)(=O)N2CCCC2)c1)c1cc(-c2ccccn2)nc2ccccc12 ?
KAT2A inh: -2%; DT40 TDP1 CPT: 23µM*; FEN1 inh: 2%

How did Cc1cc(C)n(C(=O)CNc2ccccc2Cl)n1 do in these assays?
KAT2A inh: 1%; DT40 TDP1 CPT: 1%; FEN1 inh: 1%

How did COCCN(Cc1cc2ccc(C)c(C)c2nc1Cl)C(=O)N1CCOCC1 do in these assays?
KAT2A inh: 11%; DT40 TDP1 CPT: inconclusive; FEN1 inh: 17%

How did Cn1c(=N)n(CC(=O)c2ccccc2)c2ccccc21 do in these assays?
KAT2A inh: 1%; DT40 TDP1 CPT: inconclusive; FEN1 inh: -6%

Screening data: PubChem BioAssay, National Center for Advancing Translational Sciences (NCATS)
